# Screening data: PubChem BioAssay, National Center for Advancing Translational Sciences (NCATS)
# p53null 32C tox – qHTS Screen for Compounds that Selectively Target Cancer Cells with p53 Mutations: Cytotoxicity of p53 Null Cells at the Permissive Temperature. 55,000 compounds, 0.62% hits. H1299-neo p53 null cells, ATP luminescence, 24 h, 32C. Potency, µM (titrated, usually from 46.1 µM), for inactives: at the highest dose activity change, negative = cytotoxicity, hits mostly cytotoxic;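 also: potency is read from the fitted curve at half-maximal effect; 0% = DMSO only and -100% = full killing by 100 µM tamoxifen; nearly all actives have a fitted effect of over 55% in size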
#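 Luminescent ATP readout gave cell viability of p53-null H1299-neo cells after a 24 h compound exposure at the permissive 32C. Titrations ran up to 46 uM, and AC50s were fitted with the standard Hill equation.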
# GALK inhibitor – qHTS Assay for Inhibitors of Human Galactokinase (GALK): NCGC Sytravon Library Screen; P51570; recombinant GALK, Kinase-Glo ATP luminescence, 1 h; Potency, µM (titrated, usually from 57.5 µM), inactives show top-dose activity, negative = inhibition, most hits filed as inhibitors; 44,000 tested, under 10 active; AID 1347072, 2019;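 also: plate controls were full GALK reaction for no effect and reaction lacking GALK for full effect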
#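 Human GALK (5 nM) was incubated with 35 uM ATP and 100 uM galactose in 20 mM HEPES pH 8.0 with MgCl2, NaCl, DTT and BSA for 1 h at room temperature. Remaining ATP was measured by Kinase-Glo Plus luminescence.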
# NTMT1 inhibitor – Primary qHTS for Inhibitors of N-terminal methyltransferase 1 (NTMT1): MTaseGlo Assay; NTMT1 MTase-Glo SAH luminescence, purified enzyme; N-terminal Xaa-Pro-Lys N-methyltransferase 1 (Homo sapiens), Q9BV86; 59,000 compounds, 2.5% hits; Potency, µM (series often up to 114 µM), inactives show at the top dose activity change, negative = inhibition, most hits filed as inhibitors; AID 1645870, 2021;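 also: potency is read from the fitted curve at half-maximal effect; plate controls were DMSO vehicle for no effect and no enzyme for full effect; nearly all actives have a fitted effect of over 65% in size; many of its hits are not listed in these tables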
# PTAP-TSG101 blk – qHTS Validation Assay for Inhibitors of HIV-1 Budding by Blocking the Interaction of PTAP/TSG101: Sytravon Library Screen | Fluorescence polarization, FITC-PTAP peptide/Tsg101, 20 min | Potency, µM (doses to about 115 µM), for inactives: top-dose activity change, negative = inhibition, most hits filed as inhibitors | 44,000 tested, under 10 active | AID 1347069, 2019; also: potency is read from the fitted curve at half-maximal effect; 0% is about no effect
#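 FITC-labeled PTAP peptide (50 nM final) binding to Tsg101 binding domain (10 uM final) read by fluorescence polarization after 20 min at r.t. in HEPES pH 7.5 buffer. Actives by CRC class, <25 µM.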
# FH mod – Identification of activators of human fumarate hydratase by quantitative high-throughput screening; Fumarate hydratase, mitochondrial (Homo sapiens), P07954; FH coupled MDH/diaphorase resazurin fluorescence, 15 min; Potency, µM (titrated, usually from 79.9 µM), inactives show at the top dose activity change, negative = inhibition, hits mostly inhibitors; 54,000 compounds, 0.22% hits; AID 1347055, 2019; also: potency is read from the fitted curve at half-maximal effect; % is scaled to controls: 0 for no effect and ±100 for the full control effect; the screen sought activators but most active calls are inhibition curves; nearly all actives have a fitted effect of over 45% in size
# Target sequence (P07954 whole entry, looked up): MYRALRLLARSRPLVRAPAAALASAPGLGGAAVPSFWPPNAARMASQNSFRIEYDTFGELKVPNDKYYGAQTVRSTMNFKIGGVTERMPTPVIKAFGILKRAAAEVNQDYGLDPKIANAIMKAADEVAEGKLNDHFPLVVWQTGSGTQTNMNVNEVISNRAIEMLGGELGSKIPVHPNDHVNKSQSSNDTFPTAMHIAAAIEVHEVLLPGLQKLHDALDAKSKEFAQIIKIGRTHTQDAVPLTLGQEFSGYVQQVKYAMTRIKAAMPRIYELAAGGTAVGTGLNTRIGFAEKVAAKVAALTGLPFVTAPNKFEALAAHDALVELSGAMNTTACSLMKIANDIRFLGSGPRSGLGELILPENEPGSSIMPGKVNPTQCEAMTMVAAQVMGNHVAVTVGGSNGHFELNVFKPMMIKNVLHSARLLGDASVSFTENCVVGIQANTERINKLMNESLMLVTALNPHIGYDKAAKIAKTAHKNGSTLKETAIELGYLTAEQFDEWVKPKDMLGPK
# p53null 39C kill – qHTS Screen for Compounds that Selectively Target Cancer Cells with p53 Mutations: Cytotoxicity of p53 Null Cells at the Nonpermissive Temperature | H1299 p53-null (neo) cells, 39C, ATPlite viability, 24 h | Potency, µM (series often up to 46.1 µM), for the others: at the highest dose activity, negative = cell killing, hits mostly cytotoxic | 55,000 compounds, 0.97% hits | AID 904, 2007;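 also: potency is read from the fitted curve at half-maximal effect; 0% = DMSO only and -100% = full killing by 100 µM tamoxifen; nearly all actives have a fitted effect of over 50% in size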
#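 Temperature-shift cytotoxicity format: compound titrations on p53-null or A138V-expressing H1299 cells held 24 hr at 39C, cell ATP then measured, AC50 from Hill model.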
# B2AR arrestin ag – qHTS assay of beta-arrestin-biased ligands of beta2-adrenergic receptor: NCGC Sytravon Library Screen. AID 1347077, 2019. 44,000 tested, under 10 active. Potency, µM (highest dose often 46.1 µM), for inactives: top-dose activation, most hits filed as activators. HTLA Tango cells, beta-arrestin recruitment, luciferase luminescence, 18 h;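 also: potency is read from the fitted curve at half-maximal effect; 0% = DMSO and full agonism = EC100 isoproterenol or metaproterenol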
# Target sequence (P07550 whole entry, looked up): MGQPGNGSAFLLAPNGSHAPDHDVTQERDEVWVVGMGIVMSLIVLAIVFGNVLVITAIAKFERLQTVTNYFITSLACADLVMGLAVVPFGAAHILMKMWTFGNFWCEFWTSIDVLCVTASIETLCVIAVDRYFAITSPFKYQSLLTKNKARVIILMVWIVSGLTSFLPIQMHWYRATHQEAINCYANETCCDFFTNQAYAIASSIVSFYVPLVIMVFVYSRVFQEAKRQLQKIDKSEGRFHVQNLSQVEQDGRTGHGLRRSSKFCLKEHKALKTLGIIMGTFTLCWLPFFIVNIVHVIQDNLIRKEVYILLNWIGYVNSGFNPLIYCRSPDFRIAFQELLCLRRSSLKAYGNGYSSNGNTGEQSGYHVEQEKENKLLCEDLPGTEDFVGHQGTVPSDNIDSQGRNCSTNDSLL
#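 Tango cell line, 1% FBS DMEM; cpd titration up to 46 microM; 18 hr, 37 degrees C, 5% CO2. Luciferin/ATP substrate mix added, 15 min RT, luminescence. %Activity, CRC fitting, curve-class categorization.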
# Active calls of the source: *; ? = inconclusive; nt = no result given; & = joins results of further samples; [ ] = another dose, or the depositor's remark. Calls follow the shape of the dose curve; as a rule, active = well fitted curve in the direction sought with a large enough effect; inconclusive = small, poorly fitted or top-dose-only effect, or another doubt; inactive = no such curve, though single readings can be large; an effect the other way counts as inactive or inconclusive. These rows are one share of the data; the hit share may differ from the screen's.
Structure	p53null 32C tox	GALK inhibitor	NTMT1 inhibitor	PTAP-TSG101 blk	FH mod	p53null 39C kill	B2AR arrestin ag
Cc1ccc2c(c1)c1c(c(=O)n(-c3ccccc3)c(=O)n1CC(=O)c1ccc(Cl)cc1)n2C	1.6%	2.9%	12.8%	0.7%	3.1%	19.5%	0.4%
CC(C)CC(=O)Nc1ccc2nc(SCC(=O)N3CCc4ccccc43)sc2c1	-17.3%	0.0%	6.1%	-0.7%	-2.6%	-3.7%	-3.1%
COc1ccc(C2(CNC(=O)C(=O)Nc3ccc(F)cc3)CCCC2)cc1OC	-1.3%	1.4%	?	-7.4%	-15.7%	-2.8%	-0.3%
COc1cc(C(=O)N2CCN(C(=O)COc3cccc(C)c3)CC2)cc(OC)c1OC	-0.1%	2.9%	-9.7%	0.6%	?	-9.2%	0.6%
Cc1ccc2c(c1)-c1ncc(C(=O)c3ccccc3O)cc1CO2	nt	8.2%	-2.7%	-0.4%	-28.5%	nt	-1.6%
Cc1cccc(C(=O)Nc2ccccc2OCc2cc(=O)n3cc(C)ccc3n2)c1	-7.3%	1.3%	-5.0%	1.1%	-4.2%	-25.2%	-1.1%
CCOc1ccc(N(C(=O)c2ccc(C)cc2)S(=O)(=O)c2ccc3c(c2)n(C)c(=O)n3C)cc1	1.8%	-4.3%	1.2%	-8.4%	-8.7%	-16.1%	-2.2%
O=C(CCNS(=O)(=O)c1ccc2c(c1)CCCC(=O)N2)NCc1ccccc1Cl	-3.0%	0.2%	3.6%	2.0%	-1.3%	2.1%	-1.0%
O=C(CCc1nc(CN2CCN(S(=O)(=O)c3ccc(Br)cc3)CC2)no1)N1CCCCC1	-3.3%	0.3%	7.8%	-6.4%	?	4.8%	0.3%
O=C(NC1CCCC1)c1ccc2c(c1)N(Cc1ccccc1)C(=O)c1ccccc1S2	6.2%	-1.7%	1.0%	-6.5%	-19.8%	9.4%	4.4%
COc1ccc(-c2c(C)c3cc(OC(=O)N4CCOCC4)ccc3oc2=O)cc1OC	-2.8%	0.0%	-5.5%	-2.4%	9.4%	-13.5%	-2.3%
CCOc1ccc(NC(=O)c2cc3c(n(-c4ccc(OC)cc4)c2=O)CC(C)(C)CC3=O)cc1	0.2%	3.5%	5.3%	0.6%	-20.9%	4.2%	-0.3%
COc1ccc(NC(=O)c2c(NCc3ccc(OC)c(OC)c3OC)sc3c2CCC3)c(OC)c1	4.2%	-4.3%	-11.2%	-0.8%	-19.6%	-3.6%	0.1%
COc1ccc(Cl)cc1NC(=O)c1sc2nc3c(cc2c1N)CN(C)CC3	-1.0%	8.9%	-9.4%	-0.8%	0.5%	-19.4%	0.6%
Cc1c(C(=O)Nc2cccc(Cl)c2)oc2ccc(S(=O)(=O)N3CCCCCC3)cc12	-4.0%	-2.0%	0.7%	5.5%	-11.1%	20.0%	-0.6%
O=C(NC1CC(=O)N(c2cccc(F)c2)C1)c1ccc(S(=O)(=O)N2CCOCC2)cc1 (centres undefined)	-5.9%	-0.7%	-0.5%	-1.4%	0.7%	19.8%	0.8%
CCc1cc2c(-c3ccccc3)cc(=O)oc2c2c1OCN(Cc1ccc(C)cc1)C2	-9.0%	-2.5%	-0.3%	-3.4%	-22.3%	10.9%	0.2%
Cn1c(=O)oc2cc(S(=O)(=O)N3CCCC(C(=O)NCc4ccc(F)cc4)C3)ccc21 (centres undefined)	-0.6%	-0.5%	1.7%	-2.5%	4.3%	-5.8%	0.8%
Cc1cc(C)c(NC(=O)Cn2c(=O)n(Cc3ccco3)c(=O)c3ccc(C(=O)NC4CCCC4)cc32)c(C)c1	1.0%	8.3%	3.2%	0.0%	-17.2%	-4.2%	0.3%
CC(C)OCCCNC(=O)c1ccc2c(=O)n(CCc3ccccc3)c(=O)[nH]c2c1	8.4%	6.5%	4.5%	0.1%	-14.5%	-5.2%	0.2%
COC(=O)c1cc2oc3ccccc3c2n1Cc1nc(-c2ccc(Cl)cc2)oc1C	-5.8%	-0.7%	nt	0.8%	nt	84.6%[activator]	-0.3%
COC(=O)c1ccccc1NC(=O)c1ccc(-c2nc(COc3ccccc3)c(C)o2)cc1	2.1%	0.9%	nt	1.0%	nt	12.0%	1.2%
CCc1ccccc1NC(=O)N1CCC2(CC1)Oc1ccccc1C(=O)N2Cc1ccccc1F	-3.5%	1.4%	7.8%	0.6%	-1.7%	3.0%	-1.0%
Cc1ccccc1CNC(=O)c1ccc2[nH]c(C)c(C)c2c1	-2.0%	-3.4%	79.4µM*	0.2%	-3.5%	0.9%	2.2%
Cc1cc(C)c(NC(=O)CCC(=O)N2Cc3ccccc3Oc3ncccc32)c(C)c1	1.4%	-3.9%	3.4%	-0.1%	1.6%	-6.1%	-0.9%

# Whole records, looked up by structure.
# Entry for COc1cc(C(=O)N2CCN(C(=O)COc3cccc(C)c3)CC2)cc(OC)c1OC : p53null 32C tox = -0.1%; GALK inhibitor = 2.9%; NTMT1 inhibitor = -9.7%; PTAP-TSG101 blk = 0.6%; FH mod = ?; p53null 39C kill = -9.2%; B2AR arrestin ag = 0.6%
# Entry for CCOc1ccc(NC(=O)c2cc3c(n(-c4ccc(OC)cc4)c2=O)CC(C)(C)CC3=O)cc1 : p53null 32C tox = 0.2%; GALK inhibitor = 3.5%; NTMT1 inhibitor = 5.3%; PTAP-TSG101 blk = 0.6%; FH mod = -20.9%; p53null 39C kill = 4.2%; B2AR arrestin ag = -0.3%

# Remaining list, next part
Structure	p53null 32C tox	GALK inhibitor	NTMT1 inhibitor	PTAP-TSG101 blk	FH mod	p53null 39C kill	B2AR arrestin ag
O=C(COc1ccccc1F)Nc1ccc2nc(SCC(=O)N3CCOCC3)sc2c1	-18.3%	3.1%	13.0%	0.2%	-22.0%	?	-4.2%
CCOc1ccccc1CNC(=O)c1cnc2sc(N(CC)CC)nn2c1=O	-11.0%	0.0%	?	-5.3%	-0.7%	1.5%	0.0%
CCOC(=O)C(CC)Sc1nnc2[nH]c(=O)cc(C)n12 (centres undefined)	-7.7%	-2.7%	10.8%	-0.2%	2.4%	27.4%	-3.9%
Cc1ccc(-n2nc3c(N4CCC(C(=O)NCCC(C)C)CC4)nnc(C)c3c2C)cc1	26.5%	0.3%	?	2.6%	3.9%	?	1.4%
Cc1cc(=O)oc2c3c(ccc12)OCN(Cc1ccc(Cl)cc1)C3	-1.1%	2.2%	11.7%	-9.4%	-6.0%	-22.4%	-2.2%
CCCN1CCc2nc(N3CCN(c4ncccn4)CC3)ncc2C1	5.2%	-1.0%	-15.1%	-4.5%	-9.9%	-10.2%	0.5%
CC1=C(c2ccc(C)cc2)S(=O)(=O)NC1=NCCCN1CCN(c2cc(C)ccc2C)CC1	6.4%	3.4%	-8.6%	-3.4%	-4.6%	-8.7%	7.5%
COC(=O)CSc1nc(-c2ccc(F)cc2)cc(C(F)(F)F)n1	10.0%&-1.2%	3.4%	-2.1%	2.3%	-2.1%	5.1%&-5.9%	-0.1%
Cc1cc(C)n(CC(=O)Nc2ccc(F)c(F)c2)c(=O)c1C#N	8.8%	-2.9%	12.0%	-2.9%	2.1%	1.4%	0.2%
CCCCC(=O)Nc1cc(-c2cn3cccnc3n2)ccc1C	-5.0%	1.5%	-3.5%	-6.5%	-1.9%	16.3%	-0.1%
CCc1ccc(CN(C(=O)c2cc(=O)c3ccc(C)cc3o2)C2CCS(=O)(=O)C2)cc1 (centres undefined)	-4.4%	9.2%	-5.9%	-2.5%	16.8%	8.5%	0.0%
O=C(CC1N=C2c3ccccc3N=C(SCc3ccc(F)cc3)N2C1=O)NCc1ccc2c(c1)OCO2 (centres undefined)	-0.5%	-2.6%	-9.0%	9.0%	-26.0%	9.6%	0.4%
CC(C)c1ccc(NC(=O)N2c3ccccc3Sc3ccccc32)cc1	-1.4%	2.7%	13.0%	0.5%	4.8%	8.3%	-2.2%
COc1ccc(C(=O)Nc2ccc(-c3cc(C(F)(F)F)nn3-c3ccccc3)cc2)cc1OC	10.2%	-6.4%	18.1%	-0.4%	?	16.6%	0.8%
O=C(CNS(=O)(=O)c1cccs1)N1CCN(c2cccc(C(F)(F)F)c2)CC1	3.6%	5.5%	-4.4%	10.6%	-8.7%	9.1%	0.3%
Cc1ccc(C(=O)Nc2nc3nc(C)cc(=O)n3[nH]2)cc1	3.8%	-13.0%	25.7%	0.3%	-3.0%	-14.0%	-0.9%
Cc1c(Cl)cccc1NC(=O)CSc1nc(=O)n(Cc2ccccn2)c2c1CCC2	-1.6%	-1.4%	0.0%	-0.2%	18.9%	3.1%	-3.6%
CCc1ccc(-n2nnc(-c3nc(-c4ccc(C)cc4)no3)c2N)cc1	2.8%	?	-0.7%	1.2%	-23.3%	-16.6%	1.3%
COc1ccc2nc(N3CCN(C(=O)C4CC4)CC3)sc2c1	?	-0.2%	-11.8%	-0.5%	-12.1%	-11.1%	-2.1%
O=C(NCc1ccc2c(c1)CCN2C(=O)c1ccccc1)c1ccc(Br)o1	-6.7%	-0.6%	7.6%	-8.4%	-1.0%	1.6%	-1.5%
CCc1ccc(CNC(=O)c2c3c(nc4ccccc24)C(=O)N(C2CCCCC2)C3)cc1	-16.2%	-2.3%	-4.0%	-0.4%	-25.9%	-12.1%	0.4%
O=C(Cn1cc(SCc2ccc(C(F)(F)F)cc2)c2ccccc21)N1CCOCC1	9.6%	3.9%	-5.3%	0.4%	?	?	-1.3%
CC(=O)C1=C(c2ccc(F)cc2)N(C(C)=O)n2c(nnc2C2CCCCC2)S1	10.5%	-3.9%	-3.1%	-4.8%	-6.1%	4.2%	-3.0%
COc1cc(NC(=O)CSc2ncc3c(n2)-c2ccc(Cl)cc2N(Cc2ccccc2)S3(=O)=O)cc(OC)c1	-2.3%	-2.9%	11.8%	2.4%	-3.6%	-4.2%	0.4%
COc1ccc(-c2nn(-c3cccc(F)c3)c3c2cnc2cc(OC)c(OC)cc23)cc1	6.6%	-2.1%	3.8%	2.8%	0.6%	2.3%	-0.8%
Cc1nc(-n2nc(C)c(Cc3ccc(Cl)cc3)c2C)sc1C(=O)N1CCCCC1C (centres undefined)	19.9%	-0.8%	14.5%	1.7%	?	24.0%	-4.5%
COC(=O)c1ccccc1NC(=O)c1cc2nc(-c3ccc(OC)cc3)cc(C(F)(F)F)n2n1	-1.5%	0.3%	22.8%	0.3%	1.1%	?	0.4%
